Assay outcomes deposited in PubChem by Sanford-Burnham Center for Chemical Genomics.
SENP8 block – human SENP8 protease inhibitors, primary screen, biochemical, fluorescence, Nedd8 protein substrate, uHTS; Sentrin-specific protease 8 (Homo sapiens), Q96LD8; recombinant SENP8; inhibition, % at 20 µM; 360,000 compounds, 0.64% hits; AID 602440, 2012; in the data active means inhibition mostly above about 40%, no sharp cut-off; inactive means mostly below about 27%
Target sequence (Q96LD8 whole entry, looked up): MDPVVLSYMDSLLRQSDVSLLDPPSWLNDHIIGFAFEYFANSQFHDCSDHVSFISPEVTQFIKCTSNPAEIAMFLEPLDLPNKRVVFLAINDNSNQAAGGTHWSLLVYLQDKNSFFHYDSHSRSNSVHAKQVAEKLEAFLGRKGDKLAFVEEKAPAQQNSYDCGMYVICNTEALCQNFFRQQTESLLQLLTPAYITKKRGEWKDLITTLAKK
SENP1 inh – human SENP1 catalytic domain inhibitors, primary screen, biochemical, FRET, uHTS; Sentrin-specific protease 1 (Homo sapiens), Q9P0U3; recombinant SENP1 catalytic domain, CyPet-SUMO1-YPet FRET cleavage; inhibition, % at 10 µM; 360,000 compounds, 0.21% hits;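 active means inhibition at least 30% at 10 µM, raw YFP signal under a set limit, fluorescence ratio 0.5 to 1.5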;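 further: 0% = enzyme with DMSO and 100% = no enzyme wells; some results filed as inactive read as strong as hits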
Target sequence (Q9P0U3 419-644 limits assumed): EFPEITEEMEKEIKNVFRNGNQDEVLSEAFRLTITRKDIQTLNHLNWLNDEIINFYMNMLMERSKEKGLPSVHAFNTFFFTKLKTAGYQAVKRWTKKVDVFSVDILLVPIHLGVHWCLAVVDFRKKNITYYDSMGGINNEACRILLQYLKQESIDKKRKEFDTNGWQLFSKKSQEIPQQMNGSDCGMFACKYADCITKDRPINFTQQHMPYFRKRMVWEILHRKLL
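Compound: 10 µM single point, 0.5% DMSO; Test system: hSENP1 catalytic domain, recombinant; Timing: 50 min reaction at room temperature; Technique: FRET, CFP and YFP emission; Control set: no-enzyme wells low, DMSO-plus-enzyme wells high control.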
MPTP block – mitochondrial permeability transition pore inhibitors, primary screen, biochemical, isolated mouse mitochondria, absorbance; Ca2+ swelling absorbance, 30 min; inhibition, % at 10 µM; 360,000 compounds, 1.4% hits;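 active means inhibition of 50% or more, scaled per plate between neutral and stimulator controls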;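 further: 0% = DMSO wells given calcium and 100% = 1 mM EGTA wells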
hIAP act – human IAP activators, primary screen, biochemical, luminescence, uHTS; Intestinal-type alkaline phosphatase (Homo sapiens), P09923; purified human IAP, CDP-Star luminescence, 30 min; active compounds read high; 1 = vehicle-only enzyme, 0 = enzyme-free background; activation factor at 10 µM; 330,000 compounds, 0.16% hits; AID 2524, 2010;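 active means activation factor of the enzyme at least 2-fold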; further: the source names both 10 and 20 µM as test concentration; values of inactives mirror those of a sister screen read the other way
Target sequence (P09923 whole entry, looked up): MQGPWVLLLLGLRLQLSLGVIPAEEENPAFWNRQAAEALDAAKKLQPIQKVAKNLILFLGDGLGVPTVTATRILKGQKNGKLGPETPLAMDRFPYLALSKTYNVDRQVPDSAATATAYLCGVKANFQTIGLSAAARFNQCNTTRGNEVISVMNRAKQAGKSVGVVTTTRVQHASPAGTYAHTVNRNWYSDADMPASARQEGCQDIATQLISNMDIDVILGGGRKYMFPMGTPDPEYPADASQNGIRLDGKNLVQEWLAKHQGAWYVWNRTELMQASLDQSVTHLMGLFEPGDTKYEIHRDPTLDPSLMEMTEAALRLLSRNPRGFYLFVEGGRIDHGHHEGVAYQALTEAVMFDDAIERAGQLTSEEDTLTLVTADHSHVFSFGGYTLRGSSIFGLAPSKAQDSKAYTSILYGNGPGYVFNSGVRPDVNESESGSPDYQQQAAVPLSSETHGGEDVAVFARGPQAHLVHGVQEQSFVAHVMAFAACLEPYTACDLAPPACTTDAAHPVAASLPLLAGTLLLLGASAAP
ATG4B inh – ATG4B protease inhibitors, primary screen, biochemical, fluorescence, uHTS; inhibition, % at 8.33 µM; ATG4B cleavage of LC3-PLA2, NBD-HPC fluorescence, 1 h; 340,000 compounds, 0.51% hits; in the data active means inhibition above about 40%
PfG6PD inh – PfG6PD enzyme inhibitors, primary screen, biochemical, fluorescence intensity, uHTS | glucose-6-phosphate dehydrogenase-6-phosphogluconolactonase (Plasmodium falciparum 3D7) | 350,000 compounds, 0.78% hits | inhibition, % at 20 µM | PfGluPho enzyme, NADPH resazurin-diaphorase fluorescence | AID 504690, 2011;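 active means inhibition reaching at least a set limit at 20 µM in the primary screen, cut at about 59% in these data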;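 further: 0% = DMSO wells with substrate and 100% = DMSO wells lacking glucose-6-phosphate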
NR3A LBD binder – binders of NR3A ligand-binding domain, primary screen, biophysical, differential scanning fluorimetry, uHTS. 340,000 compounds, 2.5% hits. Glutamate receptor ionotropic, NMDA 3A (GRIN3A) ligand-binding domain. NR3A LBD differential scanning fluorimetry, Tm shift; 0% = protein alone, 100% = glycine-bound protein. Tm shift relative to glycine control, % at 25 µM. AID 1259313, 2017;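 active means melting temperature shift of at least 10% of the positive control shift, at one fixed dose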
SENP6 block – SENP6 protease inhibitors, primary screen, biochemical, luminescence, uHTS | Recombinant SENP6 catalytic domain, aminoluciferin luminescence | inhibition, % at 10 µM | 330,000 compounds, 1.8% hits | AID 2599, 2010;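 active means inhibition above about 50% at the single tested dose, limit read from the data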;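 further: plate controls were DMSO wells with enzyme for no effect and DMSO wells lacking enzyme for full effect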
An asterisk follows results filed as active; . = no result given.

molecule	SENP8 block	SENP1 inh	MPTP block	hIAP act	ATG4B inh	PfG6PD inh	NR3A LBD binder	SENP6 block
CCOC(=O)c1cnn(-c2ccccc2)c1-n1cccc1C(=O)C(=O)Nc1ccc(OC)cc1	29	2	-0.4	0.97	-9	26	0	-1
CC(Sc1ccc2ccccc2n1)C(=O)O (stereo not drawn)	8	2	0.1	0.86	6	3	2	-17
O=C(NCc1ccc(Cl)cc1)C(=O)N/N=C/c1ccc(Br)cc1	18	1	0.9	1.1	14	-20	-3	13
COc1ccccc1C(=O)N/C(=C/c1ccc2c(c1)OCO2)C(=O)Nc1cccc(C(=O)O)c1	-15	3	-2.4	0.96	3	-23	0	31
CN(Cc1cn[nH]c1-c1ccc(-c2ccccc2)cc1)CC1CCOCC1	6	1	2.1	1.2	-5	-15	0	-5
Cc1cc(C)c2nc(SCC(=O)NC(=O)c3cccn3C)cc(C)c2c1	-9	-3	-1.0	1.1	5	20	-3	-16
NC(=O)c1ccc(/C=N/O)[n+](Cc2ccccc2)c1	2	-1	-0.4	1	3	-8	-3	-6
CCCOc1cccc(C2/C(=C(/O)c3ccc4c(c3)CC(C)O4)C(=O)C(=O)N2CCN2CCOCC2)c1 (stereo not drawn)	-13	-2	-0.5	0.95	0	-21	-2	6
COc1ccc(/C=N/n2cncn2)cc1Cn1nc(C)c([N+](=O)[O-])c1C	28	2	1.5	0.84	-12	9	1	3
COC(=O)c1cc(-c2c(-c3cc(OC)c(OC)c(OC)c3)noc2C)cc([N+](=O)[O-])c1	21	1	0.0	0.99	6	-4	0	-23
NC(=O)CNC(=O)[C@@H]1CC2(CC(c3cccc(Br)c3)=NO2)CN1C(=O)c1ccc(Br)cc1 (stereo partly drawn)	-37	-3	0.7	0.94	-23	7	-5	-1
CC(C)CN(C(=O)CSc1nnnn1-c1ccccc1)c1c(N)n(CC(C)C)c(=O)[nH]c1=O	-27	-4	-1.3	0.98	-5	6	0	12
O=C(CSC(=S)N1CCCC1)N(Cc1nnc(-c2ccccc2Cl)o1)C1CC1	6	0	-2.9	0.85	-10	-1	2	-14
CN(CC(=O)Nc1ccccc1Cl)C(=O)C1CCN(C(=O)c2ccc(Cl)cc2)CC1	6	0	-0.4	0.85	-3	1	-1	1
Cc1ccccc1/C=C1\OC(=O)c2ccccc21	-57	1	0.5	0.83	19	-7	1	1
CN1CCN(C(=O)c2cc3nc(-c4ccco4)cc(C(F)(F)F)n3n2)CC1	-415	-69	-0.6	0.95	-3	-4	0	0
Cn1ccnc1SCC(=O)Nc1ccc2c(c1)OCO2	6	-2	0.3	0.93	5	-2	2	2
CC1CCN(Cc2ccc(-c3nnn(CC(=O)Nc4ccccc4Cl)n3)cc2)CC1	12	2	12	0.93	4	9	-2	-4
CC(Sc1nc2ccc(C(=O)c3ccccc3)cc2[nH]1)C(=O)O (stereo not drawn)	-3	1	-0.9	1.2	-9	-9	2	-7
CC(=O)N1CCCc2cc(S(=O)(=O)N3CCCC(C(=O)NCc4ccccc4)C3)ccc21 (stereo not drawn)	-1	1	-1.7	0.98	15	-11	-4	-5
CCOc1ccccc1NC(=O)COC(=O)c1ccc(S(=O)(=O)N2CCCC2)cc1	12	2	-0.9	1	-5	6	1	4
Cc1cccc(NC(=S)NNC(=O)Cc2ccccc2)c1	9	0	0.6	1	-4	13	0	-14
Cc1onc(-c2ccccc2)c1C(=O)Nc1ccon1	9	0	-1.4	0.99	5	-1	0	9
CCN(Cc1ccncc1)C(=O)c1ccc(Br)o1	4	-1	-0.7	1	3	-8	-2	-14
Cc1ccc(S(=O)(=O)/N=C(/c2ccc(F)cc2)N2CCCC2)cc1	1	2	1.7	1.4	0	1	0	-6
COc1ccc(NC(=O)c2ccc(-c3ccccc3)cc2)cc1NS(=O)(=O)c1ccc(F)cc1	-21	-1	3.2	1.1	-11	3	6	8
COc1ccc(N=C2SC(C(=O)N3CCN(c4ccc([N+](=O)[O-])cc4)CC3)CC(=O)N2C)cc1 (stereo not drawn)	14	-8	5.0	1.5	0	9	-2	5
Cc1cccc(C)c1N(CC(=O)N1CCOCC1)S(C)(=O)=O	15	1	-0.2	1	-8	5	1	-8
CC(C)C(OC(=O)c1cccs1)C(=O)NCc1ccccc1 (stereo not drawn)	8	1	-2.1	0.88	-7	-1	-1	-1
Cc1cc(C)n2nc(C(=O)N/N=C/c3cccc(Cl)c3)nc2n1	21	3	0.5	1.3	-4	-12	12*	-4

Other structures follow.
The line under a structure holds: SENP8 block	SENP1 inh	MPTP block	hIAP act	ATG4B inh	PfG6PD inh	NR3A LBD binder	SENP6 block
> CCC(C)(C)NC(=O)C(c1ccc(C)cc1)N(CCN1CCOCC1)C(=O)CNC(=O)c1cccs1 (stereo not drawn)
    2	1	-0.5	1.1	-9	6	1	3
> O=C(Nc1ccccc1Cl)ON=C1c2ccccc2-c2ccccc21
    1	-1	6.4	0.76	-7	10	-11	2
> O=C1c2ccccc2C(=O)N1CCCCSc1nc2ccccc2c(=O)n1CCCN1CCOCC1
    19	0	-2.4	0.76	16	4	1	-12
> O=[N+]([O-])c1c(Nc2ccc(O)cc2)cc(Cl)c2nonc12
    37	-1	1.8	0.83	5	60*	-7	-6
> C[C@]12CC[C@H](O)CC1=CCC1C2CC[C@@]2(C)C1CC[C@@H]2NC(=O)CCC(=O)O (stereo partly drawn)
    -4	0	-1.3	1.2	-3	-21	3	-13
> CN(CC(=O)Nc1ccc(Br)cc1)Cc1ccccc1
    11	0	-0.1	0.94	3	13	0	-12
> O=C(O)C(Cc1c[nH]c2ccccc12)NS(=O)(=O)c1ccc(F)cc1 (stereo not drawn)
    13	1	1.5	.	.	-17	.	.
> O=C(Nc1cccc(S(=O)(=O)N2CCCCCC2)c1)c1ccc(Cl)nc1
    -5	-1	4.1	0.94	-2	10	-4	-20
> COc1ccccc1CNC(=S)NCCc1ccccc1
    5	2	5.5	0.94	5	13	-2	-10
> N#Cc1c(Nc2ccccc2)c(C=NCCN2CCOCC2)c[nH]c1=O
    -58	-59	-2.2	1.2	4	0	-1	-17
> Cc1nc(SCC(=O)Nc2cc(C)on2)c2c3c(sc2n1)CCCC3
    2	2	4.8	0.99	7	-4	-5	-7
> CC1CC(C)CN(C(=O)COC(=O)c2ccc3c(c2)OCO3)C1 (stereo not drawn)
    13	4	-0.5	0.95	12	0	0	24
> Cc1cc(C(=O)Nc2nnc(C(F)(F)F)s2)no1
    -22	0	-0.7	0.95	-3	17	1	-7
> Cc1ccccc1CN1CCN(CC(=O)NCc2ccccc2)C1=O
    4	1	-0.7	0.97	-3	8	1	-7
> CC1CCN(C(=O)CSc2nnc(Cc3ccccc3)o2)CC1
    10	2	-4.1	1.1	-2	10	1	-6
> CC12CCC(C/C1=N/OC(=O)c1cccc([N+](=O)[O-])c1)C2(C)C (stereo not drawn)
    10	-1	-0.5	1	7	17	-1	20
> COc1ccccc1NS(=O)(=O)c1ccc(NC(=O)c2ccncc2)cc1
    4	2	-0.8	1.1	-6	-10	1	-20
> CCc1cccc(CC)c1NC(=S)N1CCn2cccc2C1c1ccncc1 (stereo not drawn)
    12	1	1.2	0.95	-10	-4	1	-8
> COc1ccc(OC)c(S(=O)(=O)N2CCCCC2C(=O)N2CCN(c3ccccn3)CC2)c1 (stereo not drawn)
    -8	-2	1.4	1.1	-11	-2	-2	-15
> O=C(CSc1ccc2nnc(-c3cccs3)n2n1)N1CCCC1
    -2	1	-3.2	0.89	2	-5	0	5
> CC(=O)Nc1ccc(S(=O)(=O)N(c2cccnc2)S(=O)(=O)c2ccc(NC(C)=O)cc2)cc1
    12	-1	2.6	0.96	0	-14	-1	2
> COc1ccc([C@H]2CC(=O)C=C(c3ccc(-c4ccccc4)c(F)c3)C2)cc1
    1	-2	1.7	0.92	1	-15	-3	3
> O=C(CN1CCN(Cc2ccc(F)cc2Cl)CC1)NCc1ccccc1
    11	-1	-0.4	1.3	-4	-1	-1	5
> O=C1C2C(C(=O)N1c1ccncc1)C1C=CC2C12CC2 (stereo not drawn)
    12	1	3.9	1.1	-3	-10	2	-7
> COc1cc(OC)cc(C(=O)N2CCN(c3ccccc3F)CC2)c1
    24	3	1.4	0.92	-10	7	2	-8
> COc1ccccc1NS(=O)(=O)c1ccc(C)c(C(=O)NC2CCN(Cc3ccccc3)CC2)c1
    19	1	2.1	1.1	-9	-1	-1	-9
> COc1ccc2c(c1)c(C(C)=O)c(C)n2-c1ccccc1
    -10	0	-0.1	1	-19	14	1	-46
> Cc1ccc(-c2nnc(CSc3nc(C(C)C)nc4sc(C)c(C)c34)o2)cc1
    19	0	-4.5	0.84	25	5	8	3
> CCN(CC(=O)Nc1ccc(NC(C)=O)cc1)C(=O)c1cc2c(s1)CCCCC2
    9	1	-1.4	0.87	-5	8	0	-5

A draw from above in order of molecular weight, rising:
The line under a structure holds: SENP8 block	SENP1 inh	MPTP block	hIAP act	ATG4B inh	PfG6PD inh	NR3A LBD binder	SENP6 block
> O=[N+]([O-])c1c(Nc2ccc(O)cc2)cc(Cl)c2nonc12
    37	-1	1.8	0.83	5	60*	-7	-6
> O=C(O)C(Cc1c[nH]c2ccccc12)NS(=O)(=O)c1ccc(F)cc1 (stereo not drawn)
    13	1	1.5	.	.	-17	.	.
> COc1ccc([C@H]2CC(=O)C=C(c3ccc(-c4ccccc4)c(F)c3)C2)cc1
    1	-2	1.7	0.92	1	-15	-3	3
> Cc1nc(SCC(=O)Nc2cc(C)on2)c2c3c(sc2n1)CCCC3
    2	2	4.8	0.99	7	-4	-5	-7

Reformatted as labelled records: 3 of the compounds above.
> CN(CC(=O)Nc1ccc(Br)cc1)Cc1ccccc1
  SENP8 block: 11
  SENP1 inh: 0
  MPTP block: -0.1
  hIAP act: 0.94
  ATG4B inh: 3
  PfG6PD inh: 13
  NR3A LBD binder: 0
  SENP6 block: -12
> O=C1c2ccccc2C(=O)N1CCCCSc1nc2ccccc2c(=O)n1CCCN1CCOCC1
  SENP8 block: 19
  SENP1 inh: 0
  MPTP block: -2.4
  hIAP act: 0.76
  ATG4B inh: 16
  PfG6PD inh: 4
  NR3A LBD binder: 1
  SENP6 block: -12
> CCC(C)(C)NC(=O)C(c1ccc(C)cc1)N(CCN1CCOCC1)C(=O)CNC(=O)c1cccs1 (stereo not drawn)
  SENP8 block: 2
  SENP1 inh: 1
  MPTP block: -0.5
  hIAP act: 1.1
  ATG4B inh: -9
  PfG6PD inh: 6
  NR3A LBD binder: 1
  SENP6 block: 3
